PAFAH1B3 inh: PAFAH1B3 enzyme inhibitors, primary screen, biochemical, fluorescence polarization, human. inhibition, % at 3.39 µM. recombinant PAFAH1B3, FP-rhodamine probe. 0.28% of 340,000 active;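 active means inhibition above the screen-wide average of all tested compounds plus 3 SD, cut at about 25% in these data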;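 further: 0% = enzyme with DMSO only and 100% = wells lacking PAFAH1B3 protein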
Target sequence (Q15102 whole entry, looked up): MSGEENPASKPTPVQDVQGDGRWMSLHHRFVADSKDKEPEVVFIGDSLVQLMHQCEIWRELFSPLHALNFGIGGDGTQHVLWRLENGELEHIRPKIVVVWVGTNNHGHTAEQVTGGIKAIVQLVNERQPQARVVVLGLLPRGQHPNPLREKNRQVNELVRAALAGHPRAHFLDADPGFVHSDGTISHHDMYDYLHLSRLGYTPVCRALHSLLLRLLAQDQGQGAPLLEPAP
PREPL inh: PREPL enzyme inhibitors, primary screen, biochemical, fluorescence polarization. Prolyl endopeptidase-like (Homo sapiens), Q4J6C6. recombinant PREPL, fluorescence polarization activity-based probe. inhibition, % at 5.96 µM. 0.68% of 320,000 active. AID 2751, 2010; in the data active means inhibition above about 43%;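 further: 0% = enzyme with DMSO and 100% = wells lacking enzyme; many of its hits are not listed in these tables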
GSTO1 counter: inhibitors of recombinant GSTO1, primary screen, counter-screen for RBBP9 inhibitor project, biochemical, fluorescence polarization | Glutathione S-transferase omega-1 (Homo sapiens), P78417 | activity-based probe fluorescence polarization | inhibition, % at 5.96 µM | 1.1% of 300,000 active | AID 1974, 2009;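 active means inhibition above the campaign mean inhibition plus 3 SD, cut at about 35% in these data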;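 further: 0% = GSTO1-1 with DMSO and 100% = wells lacking GSTO1-1 enzyme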
Target sequence (P78417 whole entry, looked up): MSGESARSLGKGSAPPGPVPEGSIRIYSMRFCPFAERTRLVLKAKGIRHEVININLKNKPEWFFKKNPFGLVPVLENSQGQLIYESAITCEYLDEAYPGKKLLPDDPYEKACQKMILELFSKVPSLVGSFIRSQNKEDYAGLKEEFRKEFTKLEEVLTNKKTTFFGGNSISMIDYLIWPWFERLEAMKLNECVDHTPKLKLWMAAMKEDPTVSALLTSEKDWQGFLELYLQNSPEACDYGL
ZTA DNA inh: counter-screen for EBNA-1 inhibitors: inhibitors of Epstein-Barr virus ZTA; 0.15% of 320,000 active; inhibition, % at 11 µM; P03206; ZTA-DNA binding, fluorescence polarization; in the data active means inhibition above about 33%
PAD4 inh: human PAD4 inhibitors, primary screen, biochemical, fluorescence polarization, 1536-well format. Protein-arginine deiminase type-4 (Homo sapiens), Q9UM07. recombinant PAD4, RCA probe fluorescence polarization. inhibition, % at 6.36 µM. 0.41% of 330,000 active. AID 485272, 2010;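 active means percent inhibition above a cutoff equal to the mean of all tested compounds plus 3 SD, cut at about 15% in these data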;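 further: 0% = PAD4 with RCA probe and DMSO and 100% = probe without PAD4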
LYPLA1 inh: LYPLA1 inhibitors, primary screen, counter-screen for PME1 inhibitor project, biochemical, fluorescence polarization, FP-Rh probe ABPP; Acyl-protein thioesterase 1 (Homo sapiens), O75608; recombinant LYPLA1; inhibition, % at 5.9 µM; 0.16% of 320,000 active; AID 2174, 2009;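 active means inhibition above the mean of all tested compounds plus 3 SD, set per campaign, cut at about 14% in these data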;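 further: inhibitors block serine hydrolase probe labeling of LYPLA1 so polarization falls; 0% = enzyme with DMSO and 100% = wells lacking LYPLA1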
Target sequence (O75608 whole entry, looked up): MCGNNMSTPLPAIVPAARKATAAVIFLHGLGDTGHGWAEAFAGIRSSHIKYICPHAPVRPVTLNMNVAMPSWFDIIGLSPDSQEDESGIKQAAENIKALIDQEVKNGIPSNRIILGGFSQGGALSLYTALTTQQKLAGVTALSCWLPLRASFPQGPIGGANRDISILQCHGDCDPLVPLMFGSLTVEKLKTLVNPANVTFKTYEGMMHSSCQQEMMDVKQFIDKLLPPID
PAFAH2 inh: PAFAH2 enzyme inhibitors, primary screen, biochemical, fluorescence polarization, human | Platelet-activating factor acetylhydrolase 2, cytoplasmic (Homo sapiens), Q99487 | recombinant PAFAH2, FP-rhodamine activity probe | inhibition, % at 3.39 µM | 0.99% of 340,000 active | AID 492956, 2010;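 active means inhibition above the mean over all tested compounds plus 3 SD, cut at about 30% in these data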;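 further: inhibitors block probe labeling of enzyme so polarization drops; 0% = enzyme with DMSO and 100% = wells lacking PAFAH2 protein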
LYPLA2 counter: LYPLA2 inhibitors, primary screen, counter-screen for PME1 inhibitor project, biochemical, fluorescence polarization, FP-Rh probe ABPP; AID 2177, 2009; 0.38% of 320,000 active; inhibition, % at 5.9 µM; Acyl-protein thioesterase 2 (Homo sapiens), O95372; recombinant LYPLA2;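 active means inhibition above the screen-wide mean plus 3 SD, limit set per campaign, cut at about 26% in these data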;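 further: 0% = LYPLA2 with DMSO and 100% = wells lacking LYPLA2 enzyme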
Target sequence (O95372 whole entry, looked up): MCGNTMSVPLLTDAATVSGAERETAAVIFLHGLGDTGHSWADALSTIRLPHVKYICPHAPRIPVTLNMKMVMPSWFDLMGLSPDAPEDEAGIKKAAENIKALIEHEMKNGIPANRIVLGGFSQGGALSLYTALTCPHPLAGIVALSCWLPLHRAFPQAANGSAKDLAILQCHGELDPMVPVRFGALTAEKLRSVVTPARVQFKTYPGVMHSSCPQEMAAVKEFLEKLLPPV
EBNA-1 inhibitor: EBNA-1 DNA-binding inhibitors, primary screen, biochemical, fluorescence polarization; inhibition, % at 14.8 µM; 0.34% of 300,000 active; AID 1950, 2009; in the data active means inhibition above about 28%
Active calls of the source: *; · = not tested or not shown.

canonical_smiles	PAD4 inh	PAFAH2 inh	LYPLA1 inh	PREPL inh	PAFAH1B3 inh	LYPLA2 counter	ZTA DNA inh	EBNA-1 inhibitor	GSTO1 counter
COc1ccc(CNC(=O)C(=O)NCCC2CCCCN2S(=O)(=O)c2ccccc2)cc1 (configuration not stated)	-2.2	-2.8	1.4	-4.1	4.9	5.0	-18.2	-7.7	3.6
COc1ccc(OC)c(CCNC(=O)Cn2ccc3cc(S(=O)(=O)N4CCCC4)ccc32)c1	1.2	2.0	2.1	0.6	12.1	-2.8	10.2	-9.2	6.7
Nc1nc(CN2CCN(Cc3ccccc3)CC2)nc(N2CCCc3ccccc32)n1	-1.3	-2.1	-3.8	8.2	11.4	-4.4	-0.2	5.4	5.1
COc1cc2c(cc1OC)C(C)N(C(C)=O)CC2 (configuration not stated)	-4.6	6.2	0.6	16.5	-0.6	1.4	-13.8	-7.6	6.9
O=C(Nc1ccccn1)C1CCN(S(=O)(=O)c2ccc(Cl)cc2)CC1	-2.2	4.1	3.9	-5.2	5.8	-2.7	-6.1	-0.2	-0.1
CCOc1ccc(NC(=O)CCN2CCN(C)CC2)cc1	-0.1	-3.6	-0.5	-1.4	8.0	4.0	5.2	6.1	7.4
Cc1cc(/C=C(\C#N)C(=O)Nc2ccc(Cl)cc2)c(C)n1-c1ccc(N2CCOCC2)c([N+](=O)[O-])c1	0.0	-1.8	-0.6	18.0	-1.8	7.6	-3.3	4.7	2.6
Cc1c(N=C2NN=C(c3ccc(Cl)cc3)CS2)c(=O)n(-c2ccccc2)n1C	2.8	12.0	0.2	10.1	6.7	-0.8	9.2	-9.0	0.3
CC(=O)N1CCc2cc(Br)cc(S(=O)(=O)N3CCC(C(=O)O)CC3)c21	2.3	0.6	-3.1	4.6	3.0	2.4	5.8	-0.9	5.8
Cc1ccn2cc(-c3cccc(NC(=O)c4ccccc4)c3)nc2c1	-4.6	-5.2	-3.4	0.5	5.0	-6.0	2.9	8.3	-0.7
COc1ccc(CN2C(=O)C(Cc3ccccc3)Nc3ncnc(N4CCc5ccccc5C4)c32)cc1 (configuration not stated)	-1.4	·	-1.9	-58.9	·	-7.2	1.7	1.8	3.6
CC(C)c1c(O)nc(SCC(=O)Nc2ccc3c(c2)CCC3)[nH]c1=O	8.1	-1.4	-4.2	2.5	-1.8	-7.3	1.6	-2.0	-9.4
COc1ccc(-n2ccnc2SCC(=O)NCc2ccco2)c(OC)c1	0.9	7.6	-2.0	5.4	4.0	2.6	11.8	3.8	4.8
CCN1CCN(c2nc3sc4c(c3c(=O)n2-c2ccc(OC)cc2)CCCCC4)CC1	-2.0	0.9	1.3	23.8	13.9	-2.3	7.7	12.8	-5.0
CCCNC(=O)C1CCN(S(=O)(=O)c2ccc3[nH]c(=O)ccc3c2)CC1	-2.8	-7.5	0.6	-9.5	-8.1	-0.5	-0.7	-1.2	-0.4
CCNC(=O)NC(=O)C(C)OC(=O)Cc1coc2cc3c(cc12)CCC3 (configuration not stated)	0.5	-10.6	5.9	11.5	2.5	3.2	5.2	0.0	2.0
CCOC(=O)N1CCN(c2ncc(C(F)(F)F)cc2Cl)CC1	-3.6	-4.7	1.0	11.7	0.5	-7.8	-2.3	-8.7	3.8
CC(NC(=O)COC(=O)c1cc(=O)c2ccccc2o1)c1ccccc1 (configuration not stated)	2.8	-1.9	·	13.0	5.0	·	·	·	·
CC(=O)Nc1ccc(OCCC[n+]2ccccc2)cc1	-1.1	-5.4	3.9	0.7	5.5	0.4	13.7	8.2	-26.9
CNc1ccccc1C(=O)OCC(=O)c1ccccc1	-4.1	-2.8	-3.6	8.0	5.0	-6.2	-1.8	-2.2	4.5
COc1ccccc1NC(=O)COC(=O)c1c[nH]c2ccccc12	1.4	18.8	4.3	0.3	6.1	2.8	-3.0	·	·
Cc1ccc(N/N=C(\C#N)C(=N)N2CCCCC2)cc1	3.1	5.9	-0.7	16.4	12.5	-8.1	-12.4	0.4	8.3
Cc1ccc(C)c(C2=CSC3=NS(=O)(=O)CCN23)c1	-3.2	-18.7	-3.0	-5.6	1.4	-6.2	4.4	-12.9	0.6
O=C(NCc1ccc(Cl)s1)c1cc(COc2c(F)cccc2F)on1	-4.1	-0.3	-2.3	3.0	-0.5	-1.3	-15.4	2.6	-3.0
COc1ccc(CNC(=O)C2CCN(c3nnc(N4CCCC4=O)s3)CC2)cc1	-4.1	2.2	5.4	9.4	0.4	5.0	0.3	5.4	2.5
CC(=O)Nc1nc(C)c(-c2csc(Nc3cccc([N+](=O)[O-])c3)n2)s1	0.1	18.0	6.6	22.2	5.0	3.6	-8.4	-17.2	10.0
COC(=O)c1cccc(NC(=O)CSc2nnc(COc3ccccc3)n2C)c1	-5.3	0.1	-4.9	-0.6	9.1	-4.6	-5.8	-5.7	1.8
CCCc1cc(=O)[nH]c(SCC(=O)Nc2cc(S(=O)(=O)N3CCOCC3)ccc2N(CC)CC)n1	0.1	11.0	·	3.5	0.4	·	·	·	·
COc1cc(NS(=O)(=O)c2ccc(N/C=C\C(=O)c3ccc(OC)c(OC)c3)cc2)nc(OC)n1	-1.5	1.2	-5.8	-1.3	2.5	-2.9	-5.2	-13.1	-4.3
Clc1ccc(-n2ncc3c(NCc4ccco4)ncnc32)cc1	0.6	-7.1	-9.9	4.8	-4.1	2.0	-2.0	4.1	-0.6
CCCn1c(=N)n(CC(=O)c2ccc(Cl)cc2)c2ccccc21	-5.8	4.7	-2.1	10.2	8.1	3.2	-15.4	-3.7	0.3
O=C(CN1CCCC1)Nc1ccc(Oc2ccc(NC(=O)CN3CCCC3)cc2)cc1	-13.0	-1.1	-3.2	-1.0	10.4	-2.8	11.6	-19.8	-9.6
COc1ccc(C(=O)NCc2nnc(SCC(=O)Nc3cc(Cl)ccc3OC)o2)cc1	-1.4	5.9	-4.2	4.1	1.4	5.0	-1.3	-4.9	-4.0
COc1cc(NC(=O)CN2C(=O)NC(C)(c3ccccc3)C2=O)c(C)cc1[N+](=O)[O-] (configuration not stated)	-2.5	-4.9	6.2	-1.2	11.5	5.2	-1.2	-5.3	6.8
NC(=S)N/N=C/c1cn(CCC(=O)O)nc1-c1cccc(Br)c1	-3.5	7.1	-2.5	-3.9	1.8	0.6	-9.2	-3.2	0.8
CC(=O)c1ccc(NC(=O)CN2C(=O)COc3ccc(S(=O)(=O)N4CCCC4)cc32)cc1	1.2	3.1	0.7	11.5	6.5	-4.0	-3.6	-8.1	2.3
CCCNC(=O)COc1coc(CN2CCN(c3ccccc3F)CC2)cc1=O	-3.0	9.8	6.8	14.2	-0.2	6.8	-1.1	5.9	1.8
Cc1ccc(S(=O)(=O)Nc2ncccn2)cc1	-0.2	9.7	0.5	-1.4	4.3	-3.8	-13.5	-1.4	1.6
O=C(Nc1ccncc1)c1ccc(NS(=O)(=O)c2cccc(F)c2)cc1	1.2	-7.6	1.5	5.3	0.9	4.9	-11.2	-5.1	13.9
COc1ccc(S(=O)(=O)Nc2cc(C)cc(C)n2)c2ccccc12	1.2	6.9	-1.8	12.1	1.3	0.6	-0.4	1.8	-1.6
CC(C)CN1CN(Cc2ccco2)CNC1=S	1.2	-2.3	-3.9	-6.3	5.8	-0.5	-10.4	1.6	-2.9
CCOC(=O)CC1C(=O)NCCN1C(=O)c1sc2ccccc2c1Cl (configuration not stated)	-3.0	1.3	-1.1	-5.5	3.5	-1.5	2.2	-14.5	1.5
COc1ccc(/C=C/C(=O)Nc2ccc(OC)nc2)cc1	-1.9	-1.8	-6.2	4.5	-4.5	-3.2	2.9	2.4	-5.9
CCOc1ccc(-n2c(-c3ccccc3)c[n+]3c2CCCCC3)cc1	-0.4	-0.4	-1.7	5.1	9.5	-4.4	-7.0	-11.2	-6.0
CN1CCN(c2ccc(CNS(=O)(=O)c3ccccc3)cc2)CC1	-0.5	15.6	1.6	4.7	9.3	5.3	-18.2	-6.3	-8.7
Oc1ccccc1C1CC(c2cccs2)=NC(c2ccc(Cl)cc2)N1 (configuration not stated)	1.6	3.9	1.6	2.6	9.2	3.2	3.7	1.5	-6.8
COc1ccc(Cl)cc1C(=O)Nc1ccc(NC(=O)C(C)C)cc1	4.2	4.0	1.9	17.6	6.3	2.6	-7.9	-5.3	5.2
Cc1ccc(CNC(=O)c2ccc(CS(=O)Cc3cccc(Cl)c3)o2)cc1 (configuration not stated)	-5.7	-4.5	-3.1	-7.5	7.8	-6.4	-8.7	-16.5	-6.5
Cc1cc(C)n(CC(O)CN(c2ccccc2)S(=O)(=O)c2ccccc2)n1 (configuration not stated)	-5.2	1.7	0.3	5.1	4.5	0.6	7.0	1.7	0.8
Cc1ccc(NC(=O)Cn2nc(-c3ccccc3Cl)ccc2=O)c(Br)c1	-3.4	-5.3	1.4	-41.8	-5.4	0.0	11.2	1.0	10.8

(more compounds)
canonical_smiles	PAD4 inh	PAFAH2 inh	LYPLA1 inh	PREPL inh	PAFAH1B3 inh	LYPLA2 counter	ZTA DNA inh	EBNA-1 inhibitor	GSTO1 counter
CN(C(=O)CSC(=O)c1ccccc1)c1ccccc1	5.5	5.8	0.2	0.6	15.9	5.1	-10.6	0.1	3.3
Cn1cnnc1SCC(=O)Nc1cc(C(F)(F)F)ccc1N1CCOCC1	-3.9	4.2	0.7	3.1	2.1	-6.5	13.3	7.8	-3.4
CCc1ccc(NC(=O)c2c(C(=O)Nc3ccccc3)sc3nc(C)cc(=O)n23)cc1	-1.3	4.3	1.8	-41.5	5.5	-1.3	-4.3	1.7	6.3
CSc1cccc(NC(=O)c2c(Cl)cnn2C)c1	1.0	3.2	-1.4	5.5	3.2	2.2	-3.4	-2.0	2.9
CC1CCN(CCC(=O)Nc2ccc3c(c2)CCC3)CC1	1.5	0.3	-0.2	29.8	2.6	-2.6	9.2	-1.8	2.7
CN(CC(=O)Nc1ccc(Cl)cc1)C(=O)c1cccc(S(=O)(=O)N2CCN(Cc3ccccc3)CC2)c1	4.6	-5.1	-4.3	55.2*	-1.6	-5.8	-2.5	-4.2	5.0
COc1cccc(C2=NOC(C(=O)Nc3cc(OC)c(OC)c(OC)c3)C2)c1 (configuration not stated)	-2.0	5.3	-0.4	11.3	4.9	-4.4	-12.0	-5.7	1.8
CCOc1ccc(C(=O)NCC(=O)OCC(=O)c2ccc3c(c2)-c2ccccc2C3)cc1	-8.3	-2.9	-6.3	-12.6	-3.2	-16.4	7.6	2.9	0.7
COc1ccc2cc(C(=O)C3CCCN(C(=O)CCc4cnn(C)c4)C3)ccc2c1 (configuration not stated)	0.9	2.7	-6.6	8.3	17.0	4.1	-9.2	6.5	1.9
COCCNS(=O)(=O)c1cccn1-c1ncc(C(F)(F)F)cc1Cl	-1.3	2.3	0.5	2.4	5.8	5.3	-1.3	5.2	-0.9
O=c1c2[nH]c3cccc(Cl)c3c2ncn1Cc1ccco1	2.4	-6.6	-0.2	0.9	-0.1	-3.5	3.9	0.3	4.6

Only part of the results is shown; the hit share may differ from the screen's.
